TCR-CD3 inh = inhibitors of human TCR-CD3 interaction, primary screen, biochemical, fluorescence, TAMRA-labeled TCR probe. T-cell receptor (TCR). inhibition, % at 9.4 µM. hit rate 0.37% among 360,000. AID 651800, 2012; in the data active = inhibition above about 19%;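 note: recombinant mutant TCR 2C K166C tagged with TAMRA read by polarization; 0% = receptor in buffer alone and 100% = receptor with positive control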
DDE Tn7 FP inh = inhibitors of Tn7 peptide binding to fibrin DD(E), primary screen, biochemical, fluorescence polarization, human fibrin, Tn7 probe | hit rate 0.13% among 370,000 | FP displacement of FITC-Tn7 peptide from fibrin DD(E); 0% = median of compound wells per plate | AID 720508, 2013 | inhibition, % at 8.3 µM | Fibrinogen beta chain (Homo sapiens), P02675;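 active = inhibition above the mean of compounds falling within the control limits plus 3 SD of them, cut at about 14% in these data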;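 note: 0% = plate median of compound wells and 100% = 10 µM Aha-Tn7 peptide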
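assay system = human clot-derived fibrin DD(E) complex | quantity = Fibrin-DD(E) at 2 µM final | timing = 10 min preincubation, 3 h with tracer, room temperature | signal = fluorescence polarization | measure = percent inhibition | benchmarks = high control wells with 10 µM unlabelled Aha-Tn7 peptide (full inhibition) | replicates = singlicate testing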
PG9 Ab binder = binders of HIV-1 gp120 antibody PG9, primary screen, biochemical, TR-FRET; inhibition, % at 6.7 µM; TR-FRET gp120-PG9 antibody binding; AID 624416, 2012; HIV-1 gp120 / PG9 antibody interaction; hit rate 0.43% among 360,000; in the data active = inhibition above about 8.5%
HTRA1 inh = HTRA1 serine protease inhibitors, primary screen, biochemical, fluorescence polarization, HTS; inhibition, % at 5.96 µM; hit rate 0.5% among 340,000; recombinant HTRA1, FP-rhodamine activity-based probe; AID 504803, 2011; Q92743; in the data active = inhibition above about 36%;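 note: 0% = enzyme with DMSO and 100% = wells lacking enzyme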
LEDGF integ inh = blockers of LEDGF/p75-dependent integrase strand transfer – biochemical, TR-FRET, high throughput, primary screen; HIV-1 integrase (with human LEDGF/p75); TR-FRET IN-LEDGF/p75 DNA integration, Eu/Cy5; inhibition, % at 3.7 µM; hit rate 0.64% among 370,000;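 active = inhibition above the screen-wide mean plus 3 SD, cut at about 13% in these data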;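 note: signal is the Cy5 over europium emission ratio at 671 and 618 nm; 0% = plate median of compound wells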
TDP2 absorb = human TDP2 enzyme inhibitors, primary screen, biochemical, epi absorbance, recombinant enzyme | inhibition, % at 12.8 µM | Tyrosyl-DNA phosphodiesterase 2 (Homo sapiens), O95551 | hit rate 0.34% among 370,000 | T5PNP hydrolysis, p-nitrophenol absorbance 415 nm | AID 720702, 2013;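 active = inhibition above the mean of all tested compounds plus 3 SD, set per campaign, cut at about 25% in these data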;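 note: 0% = DMSO with enzyme and 100% = buffer with substrate but no TDP2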
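System: recombinant human TDP2 / Amount: 120 nM TDP2 per well / Also added: 5 mM T5PNP chromogenic substrate / Doses: 12.8 µM single point, 1% DMSO / Incubation: 2 h at 37 °C / Detection: p-Nitrophenol epi absorbance / Evaluation: % inhibition relative to enzyme-containing and enzyme-free wells / Repeats: singlicate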
SIAE inh = human SIAE inhibitors, primary screen, biochemical, fluorescence polarization, FP-Rh probe, 1536-well HTS; Sialate O-acetylesterase (Homo sapiens), Q9HAT2; SIAE FP-Rh probe binding; inhibition, % at 9.66 µM; hit rate 0.69% among 370,000;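 active = inhibition above a cutoff: mean of compounds within the control limits plus 3 SD of those, cut at about 17% in these data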;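 note: 0% = plate median of compound wells and 100% = probe without SIAE protein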
Target sequence (Q9HAT2 whole entry, looked up): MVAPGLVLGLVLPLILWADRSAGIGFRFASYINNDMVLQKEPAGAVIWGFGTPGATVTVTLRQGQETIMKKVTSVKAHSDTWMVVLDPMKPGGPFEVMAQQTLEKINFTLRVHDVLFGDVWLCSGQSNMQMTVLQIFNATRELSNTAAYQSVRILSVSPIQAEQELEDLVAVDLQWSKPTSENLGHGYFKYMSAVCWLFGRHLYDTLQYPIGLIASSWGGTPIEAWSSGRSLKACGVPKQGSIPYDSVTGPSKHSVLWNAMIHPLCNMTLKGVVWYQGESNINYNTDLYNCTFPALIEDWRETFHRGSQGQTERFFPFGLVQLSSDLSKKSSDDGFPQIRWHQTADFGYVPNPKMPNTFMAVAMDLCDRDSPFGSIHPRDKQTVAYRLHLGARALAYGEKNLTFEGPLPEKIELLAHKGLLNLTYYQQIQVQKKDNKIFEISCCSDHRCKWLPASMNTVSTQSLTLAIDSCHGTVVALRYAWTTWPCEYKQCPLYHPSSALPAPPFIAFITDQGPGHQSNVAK
UHRF1 binding = UHRF1 methylated DNA binding inhibitors, primary screen, counter-screen for MBD2 inhibitor project, biochemical, TR-FRET, human UHRF1, single concentration; E3 ubiquitin-protein ligase UHRF1 (Homo sapiens), Q96T88; hit rate 0.75% among 370,000; UHRF1 binding to methylated oligo; inhibition, % at 4.4 µM; AID 687016, 2013; in the data active = inhibition above about 21%;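 note: UHRF1 SRA domain binding a hemimethylated CpG hairpin DNA probe; 0% = median of test compound wells and 100% = reference inhibitor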
mABHD4 FP = ABHD4 inhibitors, primary screen, biochemical, fluorescence polarization, mouse. (Lyso)-N-acylphosphatidylethanolamine lipase (Mus musculus), Q8VD66. purified mABHD4, FP-Rh probe fluorescence polarization. inhibition, % at 8.92 µM. hit rate 0.54% among 370,000;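 active = inhibition exceeding the mean over every tested compound plus 3 SD, cut at about 30% in these data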;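 note: 0% = plate median of compound wells and 100% = S159A mutant with DMSO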
Target sequence (Q8VD66 whole entry, looked up): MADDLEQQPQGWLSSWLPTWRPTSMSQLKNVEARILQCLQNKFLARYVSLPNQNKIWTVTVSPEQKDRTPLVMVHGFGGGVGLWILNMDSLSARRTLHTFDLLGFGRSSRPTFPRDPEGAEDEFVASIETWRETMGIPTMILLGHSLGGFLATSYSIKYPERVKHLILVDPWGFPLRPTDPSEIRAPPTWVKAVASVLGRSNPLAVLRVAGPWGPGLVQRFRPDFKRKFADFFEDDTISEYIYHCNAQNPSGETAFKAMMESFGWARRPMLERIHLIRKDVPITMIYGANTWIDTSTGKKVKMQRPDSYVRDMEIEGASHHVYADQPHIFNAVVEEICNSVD
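Assay system: wild-type mouse ABHD4 protein; compound: single nominal dose of 8.92 µM, 0.89% DMSO final; schedule: 45 min + 60 min at 25 °C; measured by: FP readout, ex 525 nm / em 598 nm; evaluation: % inhibition of FP-Rh probe binding versus controls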
PRMT1 inh = PRMT1 methyltransferase inhibitors, primary screen, biochemical, fluorescence polarization | Protein arginine N-methyltransferase 1 (Homo sapiens), Q99873 | recombinant PRMT1, activity-based probe fluorescence polarization | inhibition, % at 2.79 µM | hit rate 1.3% among 370,000 | AID 652257, 2013;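 active = inhibition above about 21% made by adding two undisclosed values, limit read from the data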
An asterisk follows results filed as active; / = not tested or not shown.

smiles,TCR-CD3 inh,DDE Tn7 FP inh,PG9 Ab binder,HTRA1 inh,LEDGF integ inh,TDP2 absorb,SIAE inh,UHRF1 binding,mABHD4 FP,PRMT1 inh
S=C(NCc1ccco1)Nc1ccc(Cl)c(Cl)c1,8,-1,-2.9,-18,3,-18,-20,1,-42,7
O=C(CSc1nnc(-c2ccncc2)o1)NCc1ccccc1Cl,4,3,-1.3,4,0,-4,4,0,-1,1
COC(C[C@H](O)[C@H](C)[C@H](O)COCc1ccccc1)OC,-4,0,-0.5,2,4,-6,-5,1,-2,1
CC(=O)Nc1ccc(OCCOc2ccc(/C=C3/C(=N)N4C=CSC4=NC3=O)cc2)cc1,2,-8,-0.3,4,0,6,-1,13,-1,2
CSC1=C(C#N)C(c2ccccc2C)C(C#N)=C(N)N1 (centres undefined),-2,2,-3.3,-12,-2,2,1,1,4,1
C/C(Cn1cnc([N+](=O)[O-])n1)=N/NC(=O)COc1ccccc1Cl,6,4,-2.2,-5,-2,-11,5,24*,-3,1
COc1ccc(/C=C2/C(=O)N(c3ccccc3)N=C2C)cc1OC,3,6,-3.8,5,27*,77*,14,14,0,-2
Cc1cccc(NC(=O)CNC(=O)c2cccs2)n1,-9,2,2.6,0,-2,-6,5,5,-6,2
O=C(Nc1ccccc1Cl)C1CCCN(S(=O)(=O)c2cccc3cccnc23)C1 (centres undefined),-11,-5,-0.6,-1,3,14,2,-3,-3,-3
CC(C)(C)C(=O)c1c(N)[nH]c(C(=O)c2ccccc2)c1-c1ccccc1Br,3,4,-2.7,/,-1,2,0,-1,-9,4

Next results follow.
smiles,TCR-CD3 inh,DDE Tn7 FP inh,PG9 Ab binder,HTRA1 inh,LEDGF integ inh,TDP2 absorb,SIAE inh,UHRF1 binding,mABHD4 FP,PRMT1 inh
CCc1ccc([C@H]2[C@@H]3C(=O)C[C@@H]4C(=O)N(C)C(=O)[C@@H]4[C@@H]3CN2S(=O)(=O)c2ccc(C)cc2)cc1,4,-5,0.2,/,2,-18,-13,0,-8,-4
COc1ccc(CNc2ncnc3cc(Cl)ccc23)cc1,0,-3,-0.1,-20,1,2,-5,2,-1,-2
Cc1noc(NS(=O)(=O)c2ccc(NC(=O)c3ccc(F)cc3)cc2)c1C,-1,4,-2.1,-3,-1,-5,-5,1,5,-1
Cc1cc(C)c(OCCn2ccnc2)c(C)c1,-2,-1,1.4,2,1,-1,0,4,-8,4
O=C(C1CC(=O)N(c2ccc3c(c2)OCCO3)C1)N1CCN(S(=O)(=O)c2ccccc2F)CC1 (centres undefined),1,1,-1.7,4,0,5,4,0,0,6
Cc1nn(C)cc1NC(=O)c1cc2nc(-c3ccco3)cc(C(F)(F)F)n2n1,3,-2,-0.8,4,6,-2,6,-4,-5,0
N#CCc1ccc(C(=O)c2ccccc2F)s1,-15,1,-1.9,-4,1,5,-1,-2,-3,1
CN(C)c1ccc(NC(=O)COC(=O)c2ccc3c(c2)OCO3)cc1,4,13,-4.7,2,-6,7,2,-2,11,2
COCCn1c(=NC(=O)C2COc3ccccc3O2)sc2cc(S(N)(=O)=O)ccc21 (centres undefined),-2,2,-0.5,-4,2,4,-8,1,12,0
CC(C)NC(=S)N=Nc1c(O)[nH]c2ccc([N+](=O)[O-])cc12,5,0,-3.0,14,4,-10,4,-7,20,-3

Pulled by compound from the list above (two):
smiles,TCR-CD3 inh,DDE Tn7 FP inh,PG9 Ab binder,HTRA1 inh,LEDGF integ inh,TDP2 absorb,SIAE inh,UHRF1 binding,mABHD4 FP,PRMT1 inh
CC(C)NC(=S)N=Nc1c(O)[nH]c2ccc([N+](=O)[O-])cc12,5,0,-3.0,14,4,-10,4,-7,20,-3
N#CCc1ccc(C(=O)c2ccccc2F)s1,-15,1,-1.9,-4,1,5,-1,-2,-3,1

Next section:
smiles,TCR-CD3 inh,DDE Tn7 FP inh,PG9 Ab binder,HTRA1 inh,LEDGF integ inh,TDP2 absorb,SIAE inh,UHRF1 binding,mABHD4 FP,PRMT1 inh
CCCCC1=C(C(=O)OCC)C(C(=O)OCC)Oc2ccccc21 (centres undefined),2,2,-0.9,-8,-2,-2,-1,0,-1,1
CC(=O)Nc1cccc(-c2cc(C)c3cc4c(cc3n2)OCO4)c1,12,-8,1.1,-2,6,-7,-7,3,4,0
CN1OC[C@@H]2CN(Cc3cc(Cl)cc(Cl)c3)[C@H](c3cccc(-c4ccc(C#N)cc4)c3)C[C@@H]21,-8,-1,-2.0,-58,-5,4,-12,1,3,3
CC(=O)c1sc(N/N=C\c2ccc(Br)cc2)nc1C,10,-5,-2.3,-6,-2,2,16,-2,18,-3
N#CCCSCc1ccc(C(=O)O)o1,-1,1,-1.3,4,3,-16,-3,0,2,1
O=S(=O)(NCC(c1cccnc1)N1CCN(c2ccccc2)CC1)c1cccs1 (centres undefined),4,3,0.9,11,-1,9,-4,-1,2,1
CCn1c(Cc2ccccc2)nnc1SC(C)C(=O)NC1CC1 (centres undefined),-10,6,1.2,1,-3,7,3,0,5,-2
CN(N)c1nc(-c2ccccc2)cc(-c2ccccc2)n1,2,4,-0.1,7,3,-16,7,2,-3,-2
CCNc1nc(Cl)nc(N(NC(C)=O)C(C)CC)n1 (centres undefined),-2,2,0.2,2,-3,-3,0,0,0,0
COc1cc(S(=O)(=O)N2CC(=O)Nc3ccccc32)ccc1NC(C)=O,9,4,-1.5,-4,4,-7,5,-2,0,9

Reformatted with values under each structure: part of the list above
The line under a structure holds: TCR-CD3 inh | DDE Tn7 FP inh | PG9 Ab binder | HTRA1 inh | LEDGF integ inh | TDP2 absorb | SIAE inh | UHRF1 binding | mABHD4 FP | PRMT1 inh
CC(=O)c1sc(N/N=C\c2ccc(Br)cc2)nc1C
 : 10 | -5 | -2.3 | -6 | -2 | 2 | 16 | -2 | 18 | -3
CN(N)c1nc(-c2ccccc2)cc(-c2ccccc2)n1
 : 2 | 4 | -0.1 | 7 | 3 | -16 | 7 | 2 | -3 | -2

(continued)
smiles,TCR-CD3 inh,DDE Tn7 FP inh,PG9 Ab binder,HTRA1 inh,LEDGF integ inh,TDP2 absorb,SIAE inh,UHRF1 binding,mABHD4 FP,PRMT1 inh
C/C(=N/NC(=O)c1cccc(N2CCCC2=O)c1)c1ccncc1,2,-3,-1.3,-1,1,-9,2,3,2,0
CCn1c(=O)c(C(=O)NCc2ccc(Cl)cc2)c(O)c2ccccc21,-6,5,2.8,3,-3,-6,-3,4,0,3
CC(=O)c1ccc(S(=O)(=O)NCCC(=O)NCCc2c[nH]c3ccccc23)cc1,8,-4,-0.7,-2,4,2,3,0,0,1
C=CCN1C(=O)[C@H](CC(=O)NCc2cccc(C(F)(F)F)c2)[C@@]2(C(=O)OCC)CCCC=C12,/,-4,/,/,-1,-11,1,-1,-2,-3
CCn1cc(C(=O)N[C@@H](CCSC)C(=O)NCCOC)c(=O)c2cc3c(cc21)OCO3,3,4,-0.5,7,0,5,3,-1,1,3
COc1cc(NC(=O)C2CCN(S(=O)(=O)c3ccc4c(c3)CC(C)N4C(C)=O)CC2)cc(OC)c1OC (centres undefined),2,0,-0.1,1,1,-5,4,1,-6,-1
NC(=O)C(=O)N/N=C/c1c[nH]c2ccc(Br)cc12,1,-8,0.2,-2,3,0,-1,-1,-1,-2
Cc1cc(C)cc(NC(=O)COC(=O)c2cc(C)oc2C)c1,-8,-6,-1.7,-13,7,-12,-3,8,-3,-3
N#Cc1cccc(NC(=O)COC(=O)c2ccc[n+]([O-])c2)c1,-4,0,0.5,-10,0,7,-14,-3,-8,-3
C/C(=N\NC(=O)c1cccnc1)c1c(O)cc(C)oc1=O,4,-5,0.0,-1,3,5,2,-1,4,1
CCOc1cc(-c2nc(-c3ccccc3)c(-c3cc([N+](=O)[O-])ccc3C)[nH]2)ccc1O,-7,-1,1.2,10,-2,-3,24*,1,13,3
O=C1c2ccccc2C(=O)N1CCOc1cccc(Br)c1,7,-1,-1.4,1,-1,-3,-7,0,-14,-7
CCOc1ccccc1CNS(=O)(=O)c1cc(-c2cc(C)no2)ccc1C,-3,-5,-0.9,-25,-3,-14,-4,5,-7,3

Arranged by SMILES length (largest number first): part of the list above
smiles,TCR-CD3 inh,DDE Tn7 FP inh,PG9 Ab binder,HTRA1 inh,LEDGF integ inh,TDP2 absorb,SIAE inh,UHRF1 binding,mABHD4 FP,PRMT1 inh
C/C(=N\NC(=O)c1cccnc1)c1c(O)cc(C)oc1=O,4,-5,0.0,-1,3,5,2,-1,4,1
NC(=O)C(=O)N/N=C/c1c[nH]c2ccc(Br)cc12,1,-8,0.2,-2,3,0,-1,-1,-1,-2
O=C1c2ccccc2C(=O)N1CCOc1cccc(Br)c1,7,-1,-1.4,1,-1,-3,-7,0,-14,-7

Bioassay records as filed in PubChem.

No enrichment for hits; about 4.2% have a hit in one of these screens.
